# Assay outcomes (PubChem BioAssay)
# LDHA inh: LDHA (human) enzyme inhibition; purified LDHA, NADH/diaphorase-resazurin fluorescence; active compounds read low; AID 1347041; 480,000 tested, 0.15% active; activity change, % (values are at about 110 or 230 µM); in the data active means activity change below about -30%; inconclusive means mostly about -25% to -30%;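 further: plate controls were DMSO wells for no effect and wells without enzyme for full effect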
#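 Enzyme activity of human lactate dehydrogenase 5 (2 nM; 0.06 mM NADH, 0.2 mM pyruvate, 5 min, RT) is measured via a resazurin/diaphorase fluorescence readout of residual NADH.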
# ERG Ets-DNA blk: ERG Ets/DNA interaction inhibition. fluorescence polarization, His-ERG Ets domain / labelled DNA. P11308. 370,000 tested, 0.028% active. Potency, µM (top dose mostly 76.9 µM), without a hit: top-dose FP activity, negative = inhibition, usual class: inhibitors; active means well fitted inhibition curve with a large enough effect in the polarisation, with a control signal flat; inconclusive means small, poorly fitted or top-dose-only effect, or effect the other way, or a change in a side signal; inactive means no such curve, though single readings can be large or run the other way; the % refers to the polarisation;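 further: polarization taken with two DNA probes labelled with fluorescein and Texas red; potency means the concentration at half of the fitted maximal effect; % of control where 0% means no effect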
#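 His-tagged ERG Ets domain (1 uM in the protein solution; 300mM KCl, 50mM Tris-HCl, 1mM EDTA, 1mM DTT, pH 7.5) received compound, then a probe mix of 5 nM fluorescein-DNA and 100nM Texas-615-DNA. Fluorescence polarization was read for both dyes.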
# ALOX12 inh: inhibitors of human 12S-lipoxygenase ALOX12. purified 12hLO, xylenol orange hydroperoxide absorbance. Potency, µM (series often up to 108 µM), for the others: top-dose activity change, negative = inhibition, actives largely listed as inhibitors. 580,000 tested, 1.1% active. AID 1671190; further: potency means the concentration at half of the fitted maximal effect; on the % scale 0 is the no-effect control and ±100 the full control effect
#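 Hydroperoxide product was detected by ferrous iron/xylenol orange as the 573 to 405 nm absorbance ratio. Arachidonic acid at 40 uM (final) was turned over for 30 min at room temperature by 150 nM human 12hLO, pH 7.0 Hepes buffer, after 15 min compound preincubation.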
# APEX1 inh: inhibitors of human APE1 endonuclease | P27695 | recombinant APE1, TAMRA/BHQ-2 abasic DNA cleavage fluorescence | Potency, µM (doses to about 65.8 µM), inactives show at the top dose activity change, negative = inhibition, hits mostly inhibitors | 350,000 tested, 0.35% active | AID 2517;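 further: potency means the concentration at half of the fitted maximal effect; plate controls were vehicle for no effect and reference inhibitor for full effect; nearly all actives have a fitted effect of over 55% in size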
# Target sequence (P27695 whole entry, looked up): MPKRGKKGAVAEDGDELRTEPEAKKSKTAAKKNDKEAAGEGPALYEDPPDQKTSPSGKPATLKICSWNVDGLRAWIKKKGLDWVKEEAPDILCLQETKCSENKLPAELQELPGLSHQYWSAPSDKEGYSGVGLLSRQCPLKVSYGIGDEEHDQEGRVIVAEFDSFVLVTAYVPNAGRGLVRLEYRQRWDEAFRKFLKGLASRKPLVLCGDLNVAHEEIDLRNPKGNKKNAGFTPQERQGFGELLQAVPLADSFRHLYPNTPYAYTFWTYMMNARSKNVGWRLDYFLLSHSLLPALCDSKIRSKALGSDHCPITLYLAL
#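 Substrate: short duplex with […] THF abasic site, 5'-TAMRA and 3'-BHQ-2, 50 nM final. APE1 at 0.75 nM, preincubated 15 min RT with compound. Fluorescence increase from first to third read measured activity.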
# Pol eta inh: DNA polymerase eta (human) inhibition; Potency, µM (series often up to 114 µM), for inactives: at the highest dose activity change, negative = inhibition, usual class: inhibitors; AID 588591; Q9Y253; recombinant Pol eta, fluorescent DNA replication assay; 390,000 tested, 1.2% active; further: potency means the concentration at half of the fitted maximal effect; on the % scale 0 is the no-effect control and ±100 the full control effect
#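 Pol eta (10 nM) was preincubated with compounds for 15 min at room temperature, after which fluorescent replication substrate (50 nM final) was added to start the reaction. Fluorescence was read kinetically at 0 and 10 min.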
# Apoferritin bind: binds horse apoferritin like a general anesthetic; 350,000 tested, 0.074% active; P02791; Potency, µM (series often up to 77.5 µM), without a hit: at the top dose activity change, negative = displacement, actives largely listed as inhibitors; apoferritin/1-aminoanthracene competitive binding, fluorescence; further: potency means the concentration at half of the fitted maximal effect; on the % scale 0 is the no-effect control and ±100 the full control effect; nearly all actives have a fitted effect of over 20% in size
# Target sequence (P02791 2-175 limits assumed): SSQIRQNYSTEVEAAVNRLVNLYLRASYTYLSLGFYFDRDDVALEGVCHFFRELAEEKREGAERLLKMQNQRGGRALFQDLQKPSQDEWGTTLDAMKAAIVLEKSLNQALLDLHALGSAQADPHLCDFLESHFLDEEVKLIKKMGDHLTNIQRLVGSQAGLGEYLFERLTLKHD
#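 Concentration-response curves derived by four-parameter Hill fitting of normalized fluorescence, where compounds displaced 1-AMA from 10 uM horse apoferritin following a brief 10 min room-temperature incubation; propofol titration acted as positive control.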
# POLB inh: inhibitors of human DNA polymerase beta; Pol beta primer extension/strand displacement, fluorescence kinetic; Potency, µM (titrated, usually from 114 µM), for inactives: at the top dose activity change, negative = inhibition, usual class: inhibitors; 340,000 tested, 1.3% active; further: potency means the concentration at half of the fitted maximal effect; on the % scale 0 is the no-effect control and ±100 the full control effect
#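 Kinetic readout of DNA synthesis with strand displacement by Pol beta. Compound and 10 nM enzyme sit 15 min at room temperature; 50 nM substrate starts the reaction, read immediately and at 10 min.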
# Pol kappa inh: inhibitors of human DNA polymerase kappa. Q9UBT6. purified Pol kappa, fluorescent DNA synthesis assay, 10 min. Potency, µM (doses to about 107 µM), without a hit: at the top dose activity, negative = inhibition, hits mostly inhibitors. 400,000 tested, 0.53% active; further: potency means the concentration at half of the fitted maximal effect; on the % scale 0 is the no-effect control and ±100 the full control effect
#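 First, compounds were pin-transferred onto 10 nM Pol kappa. After 15 min at room temperature, substrate was added to 50 nM final. Fluorescence was then measured kinetically at 0 and 10 min.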
# RGS4 inh: human RGS4 inhibition; Potency, µM (top dose mostly 114 µM), for the others: top-dose activity change, negative = inhibition, actives largely listed as inhibitors; P49798; 390,000 tested, 0.039% active; Transcreener GDP fluorescence polarization, RGS4-accelerated GTP hydrolysis; further: potency means the concentration at half of the fitted maximal effect; on the % scale 0 is the no-effect control and ±100 the full control effect; nearly all actives have a fitted effect of over 75% in size; some results filed as inactive show a strong effect at the top dose
# Target sequence (P49798 whole entry, looked up): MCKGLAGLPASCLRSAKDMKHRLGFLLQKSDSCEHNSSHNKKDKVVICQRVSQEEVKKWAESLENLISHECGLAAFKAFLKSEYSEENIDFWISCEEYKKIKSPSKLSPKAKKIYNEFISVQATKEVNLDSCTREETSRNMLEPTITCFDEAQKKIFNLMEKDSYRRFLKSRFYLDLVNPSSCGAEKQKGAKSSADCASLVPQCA
#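 MLSMR compounds (23 nl, pin-transferred) preincubated 10 min at room temperature with a 500nM (2x) first reagent, then RGS4 at 900nM (2x) plus Transcreener GDP mix added; fluorescence polarization (620/688 nm) read before and after 90 min at 30 °C.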
# * = called active by the depositor; ? = inconclusive; . = not tested or not shown; & = joins results of further samples; [ ] = another dose, or the depositor's remark. Unless noted, the call rests on the fitted dose curve; in most records, active means well fitted curve in the direction sought with a large enough effect; inconclusive means small, poorly fitted or top-dose-only effect, or another doubt; inactive means no such curve, though single readings can be large; an effect the other way counts as inactive or inconclusive. Some of the compounds tested. The share of hits here may be higher or lower than overall.
SMILES,LDHA inh,ERG Ets-DNA blk,ALOX12 inh,APEX1 inh,Pol eta inh,Apoferritin bind,POLB inh,Pol kappa inh,RGS4 inh
COc1ccc(Oc2cc(C)c3cccc(C)c3n2)cc1,2,3%,0%,5%,-17%,2%,-1%,-3%,?
CC(=O)N1CCN(CC(=O)Nc2ccc(C)c(S(=O)(=O)N(C)C)c2)CC1,-11,10%,?,1%,-17%,-7%,1%,3%,10%
COc1ccc(CC(=O)Nc2cc(S(=O)(=O)N3CCCCC3)ccc2C)cc1OC,0,10%,-16%,?,-13%,-13%,-12%,-1%,-6%
Cc1c(=O)n(OCc2cccc(F)c2)c2ccccc2[n+]1[O-],0,12%,-7%,-1%,-10%,-14%,28%,5%,-32%
CCN(CC)C(=O)c1cccc2nc3ccccc3nc12,1,11%,?,-2%,-9%,-5%,5%,5%,?
CCN(CC)CCNC(=O)C1CCCN(c2ncnc3onc(C)c23)C1 (stereo not given),-5,-15%,4%,.,-18%,0%,2%,-1%,-1%
O=C1CC(c2cccs2)c2cc3c(cc2N1)OCCO3 (stereo not given),-6,.,7%,1%,1%,-13%,?,0%,-3%
CCCN(CCC)C(=O)Cn1c2ccccc2c2nc(=O)cc(C)n21,-4,2%,17%,2%,5%,-2%,13%,-13%,8%
CC(=O)ONC(=Nc1ccccc1)c1nonc1N,-2,1%,76%[activator],20%,0%,4%,1%,-10%,9%
CC(=O)c1ccc(Oc2nc(C)nc3c2oc2ccccc23)cc1,-13,-2%,-10%,.,-14%,0%,24%,-1%[60.1 µM],21%
O=C(NCc1ccc(/C=N\NC(=O)C(=O)Nc2ccccc2Br)o1)C(=O)Nc1ccccc1,5,9%,0%,5%,-2%,-3%,-20%,-23%,-18%
O=C(N/N=C/c1ccc(O)cc1)c1nc(-c2ccccc2)n(-c2ccccc2)n1,-3,?,-11%,-2%,-6%,-13%,39%,-2%,-20%
Cc1ccccc1N(C(=O)c1csnn1)C(C(=O)NC(C)(C)C)c1cccs1 (stereo not given),-7,16%,-18%,6%,-12%,-21%,-2%,-14%,?
COc1ccc(-c2nc(SC)n(S(=O)(=O)c3ccccc3)n2)cc1,-3,-5%,?,-2%,2%,?,-25%,-6%,-29%
O=C(NCc1ccccc1Cl)C1CCN(c2cnccn2)CC1,-9,6%,-13%,1%,-22%,-1%,9%,-14%,4%
Cc1ccc(OCC(=O)Nc2ccccc2N2CCOCC2)c(C)c1,1,-3%,266%[activator],-5%,-18%,-6%,-1%,-4%,4%
Cc1ccc(S(=O)(=O)NCc2nc3cccnc3n2Cc2ccccc2Cl)c(C)c1,-1,0%,-12%,.,-3%,-5%,20%,-4%[60.1 µM],-19%
CCOC(=O)N1CCN(c2cc(=O)n(-c3ccc(Br)cc3)c(=O)[nH]2)CC1,-4,3%,18%,0%,-9%,-18%,0%,-21%,-27%
Oc1ccc(/C=N/n2c(COc3ccccc3)n[nH]c2=S)c(O)c1,0,-3%,45µM*,-16%,-18%,-2%,29%,-1%,?
CC(=O)Nc1ccccc1-c1nc2ccccc2n(C(C)C(=O)Nc2ccccc2C(F)(F)F)c1=O (stereo not given),0,0%,0%,.,.,-5%,10%,5%,23%
CCOCCCNC(=O)c1ccc2c(c1)N(Cc1ccccc1)C(=O)CS2=O (stereo not given),-15,-5%,250%[activator],?,-9%,4%,-15%,-8%,2%
COc1ccccc1CCNC(=O)CCSc1nc(-c2ccco2)cc(C(F)(F)F)n1,-4,5%,?,?,-15%,-22%,8%,-6%,6%
CN(C)c1oc(COc2ccc(F)cc2)nc1C#N,1,-2%,-12%,11%,-9%,-6%,44%,-8%,-24%
COc1ccc(CC(=O)OCC(=O)Nc2ccc3c(c2)OCO3)cc1,3,4%,-9%,-5%,-13%,-23%,-2%,-7%,-25%
COCC(=O)N(C)C1(c2nnnn2CCOC(=O)Nc2ccc(Cl)cc2)CCCCC1,-17,5%,0%,3%,-9%,-3%,0%,-9%,-11%
CC(=O)Nc1ccc(NC(=O)C(C)OC(=O)c2ccccc2NS(=O)(=O)c2cccs2)cc1 (stereo not given),-3,-7%,0%,-3%,-11%,7%,22%,-2%,6%
COc1ccc(C(=O)NCCSCc2ccccc2Cl)cc1OC,0,-8%,50µM*,2%,-17%,-15%,13%,1%,-43%
O=C(CC1C(=O)NCCN1Cc1ccccc1)NCCCOc1cccnc1 (stereo not given),2,-2%,1%,1%,-7%,-4%,25%,-6%,-28%
CCN1CC=C2C(C#N)=C(N)C(C#N)(C#N)[C@H](c3cccc(OC)c3OC)[C@H]2C1,15,-14%,17%,3%,-8%,-5%,-1%,-18%,-23%
COc1ccc(CC(=O)N/N=C(\C)c2ccc(Br)s2)cc1,-6,2%,?,.,-23%,.,.,-8%,-6%

# 2 compounds from above, limited to Apoferritin bind:
compound	Apoferritin bind
COCC(=O)N(C)C1(c2nnnn2CCOC(=O)Nc2ccc(Cl)cc2)CCCCC1	-3%
CC(=O)Nc1ccc(NC(=O)C(C)OC(=O)c2ccccc2NS(=O)(=O)c2cccs2)cc1 (stereo not given)	7%

# Next section:
SMILES,LDHA inh,ERG Ets-DNA blk,ALOX12 inh,APEX1 inh,Pol eta inh,Apoferritin bind,POLB inh,Pol kappa inh,RGS4 inh
CCCCN1C(=O)c2[nH]nc(-c3ccccc3O)c2C1c1ccc(C(C)(C)C)cc1 (stereo not given),-1,2%,-8%,.,-24%,?,?,7%,-9%
O=C(Cn1nc(C(F)(F)F)c2c1CCC2)NCc1ccc(Cl)cc1,-3,-5%,0%,-7%,-13%,-1%,0%,-10%,-18%
CCCCNC(=O)COc1ccccc1C(=O)c1cc(C#N)c(=O)n(CCOC)c1,1,2%,-4%,-1%,-19%,-5%,-21%,-2%,-13%
CC(C)n1c(C(F)(F)F)nc2cc(C(=O)N3CCC(O)CC3)ccc21,-4,19%,-9%,8%,-1%,-11%,47%,-23%,2%
CCCn1c(C(O)c2ccc(OC)c(OC)c2)nc2ccccc21 (stereo not given),-1,0%,12%,33%,-2%,-9%,2%,2%,24%
CC(=O)c1cc(C)ccc1OC(=O)c1cccnc1,-7,0%,0%,2%,-5%,-7%,-30%,-6%,24%
COCCn1c(=S)[nH]c2cc(C(=O)N3CCN(Cc4ccc5c(c4)OCO5)CC3)ccc2c1=O,-2,5%,0%,17%,-2%,-10%,13%,0%,5%
COC(=O)/C(C#N)=C/c1occc1C,1,.,-6%,14%,-1%,1%,28%,1%,-12%
O=C(NCCNCc1ccc(F)cc1)c1ccco1,-8,-9%,-25%,2%,8%,-5%,2%,0%,-15%
Cc1nn(C)c(C)c1CN(C(=O)C1CCC(=O)N(C2CCCCCC2)C1)C(C)C (stereo not given),-6,-2%,12%,3%,1%,-7%,38%,-10%,24%
CC(=O)NCCn1c(SCc2cccc([N+](=O)[O-])c2)nc2ccccc2c1=O,-6,5%,-13%,16%,-17%,-4%,27%,-5%,-22%
Cc1csc(CNc2ncnc3ccc(-c4ccoc4)cc23)c1,-6,.,1%,42%&-15%,-4%,.,.,-1%,-7%

# Seven compounds out of the list, sorted by SMILES length, low to high.
SMILES,LDHA inh,ERG Ets-DNA blk,ALOX12 inh,APEX1 inh,Pol eta inh,Apoferritin bind,POLB inh,Pol kappa inh,RGS4 inh
COC(=O)/C(C#N)=C/c1occc1C,1,.,-6%,14%,-1%,1%,28%,1%,-12%
CCCn1c(C(O)c2ccc(OC)c(OC)c2)nc2ccccc21 (stereo not given),-1,0%,12%,33%,-2%,-9%,2%,2%,24%
O=C(Cn1nc(C(F)(F)F)c2c1CCC2)NCc1ccc(Cl)cc1,-3,-5%,0%,-7%,-13%,-1%,0%,-10%,-18%
CCCCNC(=O)COc1ccccc1C(=O)c1cc(C#N)c(=O)n(CCOC)c1,1,2%,-4%,-1%,-19%,-5%,-21%,-2%,-13%
CC(=O)NCCn1c(SCc2cccc([N+](=O)[O-])c2)nc2ccccc2c1=O,-6,5%,-13%,16%,-17%,-4%,27%,-5%,-22%
CCCCN1C(=O)c2[nH]nc(-c3ccccc3O)c2C1c1ccc(C(C)(C)C)cc1 (stereo not given),-1,2%,-8%,.,-24%,?,?,7%,-9%
COCCn1c(=S)[nH]c2cc(C(=O)N3CCN(Cc4ccc5c(c4)OCO5)CC3)ccc2c1=O,-2,5%,0%,17%,-2%,-10%,13%,0%,5%
